# Screening results deposited in PubChem by National Center for Advancing Translational Sciences (NCATS).
# S-ASM inh = blocks human secretory acid sphingomyelinase. placental ASM, HMU-PC fluorogenic substrate, 60 min. AID 504937. Potency, µM (top dose mostly 57.5 µM), without a hit: at the top dose activity change, negative = inhibition, usual class: inhibitors. 340,000 tested, 0.006% active. P17405; note: potency is the fitted concentration of half-maximal effect
# Target sequence (P17405 47-631 limits assumed): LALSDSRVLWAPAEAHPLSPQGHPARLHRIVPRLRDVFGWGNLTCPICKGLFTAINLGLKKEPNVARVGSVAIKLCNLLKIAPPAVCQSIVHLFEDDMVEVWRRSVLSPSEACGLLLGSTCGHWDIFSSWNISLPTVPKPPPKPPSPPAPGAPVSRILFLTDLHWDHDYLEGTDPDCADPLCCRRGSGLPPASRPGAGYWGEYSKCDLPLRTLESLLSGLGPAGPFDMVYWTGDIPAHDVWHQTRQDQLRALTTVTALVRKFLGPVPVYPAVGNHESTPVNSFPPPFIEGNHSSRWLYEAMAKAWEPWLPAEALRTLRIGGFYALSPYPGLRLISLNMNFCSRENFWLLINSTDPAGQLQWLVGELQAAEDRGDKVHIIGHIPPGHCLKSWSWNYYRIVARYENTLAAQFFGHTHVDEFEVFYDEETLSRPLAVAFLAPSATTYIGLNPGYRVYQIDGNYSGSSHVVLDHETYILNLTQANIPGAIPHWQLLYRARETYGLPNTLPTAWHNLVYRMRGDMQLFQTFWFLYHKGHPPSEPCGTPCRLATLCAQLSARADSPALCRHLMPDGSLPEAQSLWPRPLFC
#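 HMU-PC0 cleavage (9 uM final) by human placental ASM, 60 min at 37 °C following 10 min compound exposure at RT; stopped at pH 10, fluorescence Ex 386/Em 447 nm.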
# TSHR antag = human thyrotropin receptor antagonism | 330,000 tested, 0.2% active | activity change, negative = inhibition, % at 11.5 µM | P16473 | TSHR-expressing cells, TSH-stimulated cAMP HTRF, 2 h; active compounds read low;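 active = activity change below a set negative limit, meaning inhibition stronger than a set level, cut at about -70% in these data; inconclusive = activity change between two set negative limits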; note: % is set by controls: 0 for no effect and ±100 for the full control effect
#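 TSHR-expressing cells, 200/well, pre-treated with compound, then stimulated with EC80 TSH (4nM final) for 2 hours at 37 deg C. cAMP measured by competitive HTRF: anti-cAMP cryptate antibody in lysis buffer plus cAMP-d2, read after 30 minutes at room temperature.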
# Chronic BCR inh = chronic active BCR signaling inhibition; AID 493014; ABC-DLBCL IkBa-CBG/CBR reporter, luminescence ratio, 4 h; Potency, µM (titrated, usually from 46.1 µM), inactives show top-dose ratio change, negative = lower green/red ratio, actives largely listed as inhibitors; 340,000 tested, 0.05% active; active = well fitted inhibition curve with a large enough effect in the signal ratio, with a control signal flat, not every such curve was filed as active; inconclusive = small, poorly fitted or top-dose-only effect, or effect the other way, or a change in a side signal; the % refers to the signal ratio;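 note: potency is the fitted concentration of half-maximal effect; plate controls were basal doxycycline-induced cells for no effect and cells given 10 µM MG132 for full effect; MG132 reads +100%, hits lower the ratio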
#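 Doxycycline induced both beetle luciferases in TMD8 lymphoma cells; IKK-driven degradation limits the IkappaBalpha-fused green signal, while red luminescence normalises for cell number and nonspecific effects. Compounds tested up to 46 uM, 4 hrs.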
# Eya2 phos inh = blocks the phosphatase activity of human Eya2; recombinant Eya2, OMFP fluorescence dephosphorylation (OMFP is methylfluorescein phosphate); Potency, µM (series often up to 76.9 µM), for inactives: top-dose activity, negative = inhibition, most hits filed as inhibitors; 330,000 tested, 0.006% active; AID 488837; note: potency is the fitted concentration of half-maximal effect; % is set by controls: 0 for no effect and ±100 for the full control effect
#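 Eya2 (0.2 uM) preincubated 10 min at ambient with compound, then OMFP substrate added at 50 uM; 10 min reaction in 50 mM HEPES pH 7.5, 50 mM NaCl, 5 uM MgCl2, 0.05% BSA, 1 mM DTT. Fluorescence read at Ex 485/Em 525 nm.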
# TCR activator = T cell receptor activation. primary human leukocytes, anti-CD3, IL-2 HTRF, 48 h. 330,000 tested, under 10 active. Potency, µM (doses to about 9.22 µM), for the others: top-dose activation of IL-2 secretion, usual class: activators; note: % of control where 0% means no effect
#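 TCR engagement came from a-CD3 beads alone, with compounds added to primary human leukocytes for 48 hr. Secreted IL-2 bridged europium cryptate- and d2-labelled anti-IL-2 antibodies, giving FRET emission at 665nm after 320nm excitation.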
# Mito fusion act = inhibitors of mitochondrial division or activators of mitochondrial fusion. S. cerevisiae fusion-defective mutant growth rescue, CellTiterGlo 48 h. Potency, µM (series often up to 46.1 µM), for inactives: top-dose growth rescue (activation), usual class: activators. 320,000 tested, 0.23% active. AID 485298;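 note: potency is the fitted concentration of half-maximal effect; % of control where 0% means no effect; nearly all actives have a fitted effect of over 45% in size; temperature-sensitive fusion mutants such as fzo1-1 at 37 °C on non-fermentable ethanol glycerol medium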
#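 Compounds are tested for their ability to restore growth of mitochondrial fusion-defective yeast strains at non-permissive 37C in YPEG medium over 48 hours. Viability is quantified by luciferase luminescence.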
# Integrin act MD = activates integrin-mediated alleviation for muscular dystrophy. alpha7betagal myoblasts, beta-gal FDG fluorescence, 48 h. Potency, µM (top dose mostly 38.3 µM), without a hit: at the top dose activation, actives largely listed as activators. 350,000 tested, 0.064% active;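 note: potency is the fitted concentration of half-maximal effect; 100% = response of the positive control SU9516; nearly all actives have a fitted effect of over 60% in size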
#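 alpha7betagal+/- myoblasts (passage 13, 250/well) treated 48 h at 37C with compounds at 1:260 dilution of DMSO stock. Lysed, then beta-galactosidase activity read as FDG fluorescence (ex 480/em 540) after 30 min, with pre-read for autofluorescence.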
# Tb PFK inh = blocks T. brucei phosphofructokinase | O15648 | T. brucei PFK, ADP-Glo luminescence | Potency, µM (doses to about 57.5 µM), for the others: at the top dose activity, negative = inhibition, actives largely listed as inhibitors | 330,000 tested, 0.17% active;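 note: potency is the fitted concentration of half-maximal effect; 0% = uninhibited 1x PFK enzyme wells and -100% = no-enzyme wells; nearly all actives have a fitted effect of over 60% in size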
# Target sequence (O15648 whole entry, looked up): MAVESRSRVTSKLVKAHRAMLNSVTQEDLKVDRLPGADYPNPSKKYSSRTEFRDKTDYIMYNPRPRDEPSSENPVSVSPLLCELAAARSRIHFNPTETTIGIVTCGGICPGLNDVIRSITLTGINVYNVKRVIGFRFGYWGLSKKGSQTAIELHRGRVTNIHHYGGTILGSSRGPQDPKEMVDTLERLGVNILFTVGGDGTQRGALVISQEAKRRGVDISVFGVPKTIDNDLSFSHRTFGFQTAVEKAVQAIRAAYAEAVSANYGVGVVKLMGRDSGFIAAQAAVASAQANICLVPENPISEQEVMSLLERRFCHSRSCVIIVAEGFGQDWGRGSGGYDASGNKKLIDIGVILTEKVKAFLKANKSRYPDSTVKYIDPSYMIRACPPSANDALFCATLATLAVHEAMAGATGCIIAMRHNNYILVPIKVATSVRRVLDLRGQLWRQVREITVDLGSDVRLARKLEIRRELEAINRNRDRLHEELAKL
#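 Luminescent ADP detection (ADP-Glo, two-step: ATP depletion then ADP-to-ATP conversion for luciferase) reported PFK activity after 45 min room-temperature reaction of 1.25 nM enzyme with 0.5 mM F6P and 0.1 mM ATP at pH 8.0.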
# TSG101-PTAP inh = blocks PTAP/TSG101 interaction to inhibit HIV-1 budding; Q99816; Fluorescence polarization, FITC-PTAP peptide / Tsg101 binding; 340,000 tested, under 10 active; Potency, µM (highest dose often 115 µM), for the others: top-dose activity change, negative = inhibition, most hits filed as inhibitors; active = well fitted inhibition curve with a large enough effect in the main read-out, with a control signal flat, not every such curve was filed as active; inconclusive = small, poorly fitted or top-dose-only effect, or effect the other way, or a change in a side signal; inactive = no such curve, though single readings can be large or run the other way; note: potency is the fitted concentration of half-maximal effect; % of control where 0% means no effect
#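 Compounds were pin-transferred onto Tsg101 binding domain (10 uM final) in HEPES pH 7.5 buffer, then FITC-PTAP peptide was added at 50 nM final. After 20 min at RT, polarization reported peptide displacement across a qHTS concentration series.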
# ELG1 DNA repair = ELG1-dependent DNA repair inhibition; HEK293T ELG1-luciferase reporter, luminescence, 16 h; DNA damage induced by 5-fluorouridine; Potency, µM (doses to about 46.1 µM), for inactives: at the top dose activity change, negative = inhibition, actives largely listed as inhibitors; 330,000 tested, 2.3% active; AID 504467; note: potency is the fitted concentration of half-maximal effect; % is set by controls: 0 for no effect and ±100 for the full control effect; nearly all actives have a fitted effect of over 55% in size
#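 Quantitative HTS, concentration-response format. 2,000 cells/well co-treated with 5-fluorouridine and compound, 16 hr in 5% CO2 at 37 °C; ONE-Glo luminescence read after 30 min.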
# A-T KAP1 phos = potential ataxia-telangiectasia treatments restoring KAP-1 phosphorylation; […] A-T fibroblasts, KAP-1 phosphorylation AlphaLISA; neocarzinostatin DNA damage 30 min before lysis; AID 485349; 320,000 tested, 0.19% active; Potency, µM (titrated, usually from 57.5 µM), for inactives: top-dose activation, hits mostly activators; note: potency is the fitted concentration of half-maximal effect; % of control where 0% means no effect; nearly all actives have a fitted effect of over 45% in size
#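 hTERT-immortalized A-T patient fibroblasts ([…]), 500 cells/well in OPTI-MEM, 1% FBS, got compounds for 60 min, then NCS for 30 min at 37C. Lysates were then assayed for phospho-KAP-1 by AlphaLISA (anti-pKAP1 donor, anti-KAP1 acceptor beads), 6 hr at 25C.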
# The depositor's hits bear a star; ? = inconclusive; nt = no result given; [ ] = another dose, or the depositor's remark. Unless noted, calls come from the whole dose curve; as a rule, active = well fitted curve in the direction sought with a large enough effect; inconclusive = small, poorly fitted or top-dose-only effect, or another doubt; inactive = no such curve, though single readings can be large; an effect the other way counts as inactive or inconclusive.
SMILES,S-ASM inh,TSHR antag,Chronic BCR inh,Eya2 phos inh,TCR activator,Mito fusion act,Integrin act MD,Tb PFK inh,TSG101-PTAP inh,ELG1 DNA repair,A-T KAP1 phos
O=C(N/N=C/c1cccc(O)c1)c1csc2ccccc12,-5%,-4,?,-7%,1%,2%,6%,-4%,0%,?,-2%
COc1ccc(/C=N/Nc2ncnc(Cl)c2N)cc1OC,14%,-1,4%,3%,-1%[46.1 µM],0%,1%,-4%,1%,?,6%
COc1cc(N)c(C(O)c2nccc3cc(OC)c(OC)cc23)cc1OC (configuration not stated),24%,-2,-13%,-12%,8%,0%,-18%,-2%,-3%,-8%,0%
CNC(=S)NN(c1ccccc1)c1ccccc1,6%,8,-8%,1%,5%,-7%,22%,-2%,-6%,-17%,-4%
N#Cc1ccc(-c2ccc(F)cc2)nc1SCC(=O)Nc1sc2c(c1C#N)CCC2,7%,0,-2%,7%,nt,1%,-20%,-2%,1%,6.5µM*,-1%
COC(=O)c1[nH]c2ccc(C)cc2c1NC(=O)CN1CCCc2ccccc21,-17%,-21,?,10%,0%,21%,-54%[inhibitor],?,-2%,?,nt
COCCCn1c(C)nnc1SCc1ccc(C(C)(C)C)cc1,-4%,7,-1%,-8%,-7%,3%,-42%,2%,3%,4%,-2%
CC(=O)Nc1ccc(S(=O)(=O)NNC(=O)CCC(=O)NCc2ccccc2)cc1,5%,11,0%,-11%,-23%,nt,?,-2%,0%,?,-4%
O=C(Nc1cccc(F)c1)c1c(F)c(F)c(F)c(F)c1F,-4%,1,?,-15%,5%,13%,-42%,-12%,-2%,-13%,-4%
Cc1ccc(C(=O)NCC(c2ccco2)N2CCCCC2)s1 (configuration not stated),10%,4,9%,-8%,nt,-3%,19%,5%,-6%,12%,18%
Nc1ccccc1C(=O)N1CCCC1,-3%,15,-11%,-4%,-5%,0%,3%,0%,-3%,-4%,2%
COc1ccc(S(=O)(=O)N2C3CCC2CC(NC(=O)NC2CCCCC2)C3)cc1 (configuration not stated),0%,7,-4%,12%,-5%,0%,-1%,-6%,-6%,?,3%
COc1cc(C(=O)NCC2CCCO2)ccc1OCc1ccc(Cl)cc1 (configuration not stated),0%,4,?,5%,-6%,-11%,-50%,0%,-7%,?,5%
CC1CCCC(C)N1CCCNC(=O)c1csc2c1CCCCC2 (configuration not stated),2%,19,0%,-8%,0%,-1%,11%,-9%,-3%,?,1%
CC1CCCN(C(=O)NC2CC(=O)N(c3ccc4c(c3)OCCO4)C2)C1 (configuration not stated),nt,-3,-4%,16%,-1%,3%,12%,4%,-3%,-1%,5%
N#Cc1ccccc1S(=O)(=O)N1CCN(C(=O)c2cn(-c3ccccc3)nc2-c2cccnc2)CC1,1%,-24,?,-17%,1%,-8%,-24%,0%,-5%,?,5%
CC1CCN(Cc2c(C(=O)N/N=C/c3ccc(C(C)C)cc3)nnn2-c2nonc2N)CC1,-1%,-6,10%,-1%,1%,-10%,?,-2%,-8%,-22%,-7%
CCCN=Cc1ccc(O)cc1,-1%,-4,2%,4%,4%,-15%,-3%,3%,-1%,-14%,9%
O=C(NCc1ccc2c(c1)OCO2)c1ccc2c(=O)n(C3CCCC3)c(=O)[nH]c2c1,51%[activator],-11,7%,-23%,1%,2%,17%,4%,-4%,-11%,2%
CC1CCN(CCCOc2ccc(Cl)cc2Br)CC1,1%,0,3%,-3%,-3%,2%,-27%,-8%,-2%,9%,0%
Cc1ccc(S(=O)(=O)Nc2ccccc2F)cc1C(=O)N1CCCC1,4%,-11,3%,-3%,-4%,-4%,32%,-2%,-4%,4%,-3%
COc1ccc(-c2c3c(=O)n(C)c(=O)n(C)c3cn2C2CCCCC2)cc1,?,-8,?,13%,nt,23%,-16%,-1%,-8%,-28%,-5%
COc1cc(O)c(C(CCN2CCOCC2)c2cc(OC)c(OC)c(OC)c2)c(OC)c1 (configuration not stated),5%,1,-5%,0%,3%,19%,21%,1%,nt,28%,0%
COc1cccc(CC(=O)NNC(=O)CN(C)S(=O)(=O)c2ccc(C)cc2)c1,3%,7,0%,-5%,-2%,nt,10%,0%,-6%,?,-9%
O=C(Cn1nc(-c2ccc(Cl)cc2)ccc1=O)NCC1COCCO1 (configuration not stated),0%,nt,-11%,-17%,-8%,2%,-10%,14%,0%,11%,14%
CC1CC(C)CN(CC(=O)c2cccs2)C1 (configuration not stated),-3%,3,3%,1%,3%,-3%,1%,1%,-2%,-11%,-2%
Cc1nn(Cc2c(F)c(F)c(F)c(F)c2F)c(C)c1NC(=O)c1nn(C)cc1Br,0%,18,-4%,3%,-13%,2%,12%,1%,-3%,-22%,-1%
COc1ccc2[nH]c(=O)c(CN(Cc3nnnn3Cc3ccco3)C3CCCCC3)cc2c1,10%,-4,?,17%,4%,8%,16%,-8%,-2%,?,-4%
Cc1cc(C(=O)COC(=O)c2cc(Cl)c(O)c(Cl)c2)c(C)n1C,10%,-13,1%,-19%,4%,9%,-21%,17µM*,0%,?,-4%
Nn1c(Cc2cccc3ccccc23)nnc1SCCOc1ccc(Br)cc1,-9%,3,?,3%,-7%[46.1 µM],26%,-16%,1%,1%,?,3%
N#Cc1ccccc1Sc1ccccc1C(=O)N1CCOCC1,2%,1,-1%,0%,3%,0%,-8%,-20%,-7%,7%,5%
O=C(Nc1ccccc1Oc1ccccc1)C1=COCCO1,-1%,-5,3%,-3%,-8%,0%,20%,-2%,0%,28%,-5%
CN1CCC(N(C)C(=O)c2ccc(Cl)c(S(=O)(=O)N3CCCCC3)c2)CC1,0%,9,4%,12%,-5%,1%,11%,-2%,0%,8%,-6%
CC(=O)Nc1ccc(S(=O)(=O)N(Cc2cc3ccc(C)cc3[nH]c2=O)CC2CCCO2)cc1 (configuration not stated),-3%,-2,?,-12%,5%,-1%,2%,10%,0%,-6%,1%
S=C(Nc1ccc2[nH]ccc2c1)NC1CCCCC1,-2%,-8,4%,10%,2%,-2%,-32%,-3%,3%,?,-2%
CCOc1ccccc1N1CCN(CC(=O)NC(C)c2ccccc2)CC1 (configuration not stated),-3%,-11,-1%,-3%,2%,3%,24%,-3%,-1%,-13%,1%
COc1cc(/C=N/N(C)c2ccccc2)ccc1O,-8%,1,?,15%,0%,-1%,-9%,-2%,-1%,?,5%
CCOc1ccc(OCC)c(S(=O)(=O)NNC(=O)c2c(C)nc3ccccn23)c1,4%,-4,-5%,12%,-6%[46.1 µM],-5%,-19%,3%,-1%,-8%,-2%
CC(C)NC(=O)N(Cc1ccc(Cl)cc1)Cc1cccs1,2%,-5,8%,0%,8%,8%,6%,0%,-1%,1%,0%
CCCOc1ccc(C(=O)Nc2ccc(S(=O)(=O)N3C[C@@H]4C[C@@H](C3)c3cccc(=O)n3C4)cc2)cc1,-5%,6,?,-13%,0%,4%,nt,-1%,-4%,-23%,-6%
CC(=O)c1ccc(S(=O)(=O)N(C)CCCC(=O)N2CCN(c3ncccn3)CC2)cc1,-1%,-6,0%,17%,1%,2%,-15%,0%,1%,-2%,3%
Brc1ccc(CN2CCN(c3ccccc3)CC2)o1,0%,11,-2%,1%,nt,-1%,16%,-3%,-5%,-7%,-3%
FC(F)(F)c1nnc2n1N=C(c1cccs1)CS2,-5%,9,8%,2%,-8%,21%,-53%[inhibitor],-9%,0%,15%,3%

# Not a hit list (roughly 3.2% active in at least one column).
